Screens from PubChem.
KCNQ2 inh: KCNQ2 channel blockers in CHO-K1 cells – cell-based, FluxOR thallium flux, B-score, primary screen (AID 2156). B-score at 10 µM. O88943. 310,000 compounds, 1.1% hits. 20 min; active compounds read low;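 active = fluorescence ratio B-score at most minus 3 library SDs, with starting brightness B-score within 2 library SDs, cut at about -5.5 in these data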
STK33 inh: blocks human STK33 kinase activity; 320,000 compounds, 0.073% hits; AID 2661; purified STK33, MBP phosphorylation, ADP-Glo luminescence; inhibition, % at 10 µM;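 active = inhibition at or above 25%, using the most active replicate where run in duplicate; inactive = inhibition below 25%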
OX1R antag: OX1R (human) antagonism; O43613; OX1R-expressing cells, FRET antagonist read-out; inhibition, % at 6.6 µM; 330,000 compounds, 1.8% hits; AID 485270; in the data active = inhibition mostly above about 38%, no sharp cut-off; inactive = mostly below about 40%;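 note: 0% = agonist challenge alone and 100% = reference antagonist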
Target sequence (O43613 whole entry, looked up): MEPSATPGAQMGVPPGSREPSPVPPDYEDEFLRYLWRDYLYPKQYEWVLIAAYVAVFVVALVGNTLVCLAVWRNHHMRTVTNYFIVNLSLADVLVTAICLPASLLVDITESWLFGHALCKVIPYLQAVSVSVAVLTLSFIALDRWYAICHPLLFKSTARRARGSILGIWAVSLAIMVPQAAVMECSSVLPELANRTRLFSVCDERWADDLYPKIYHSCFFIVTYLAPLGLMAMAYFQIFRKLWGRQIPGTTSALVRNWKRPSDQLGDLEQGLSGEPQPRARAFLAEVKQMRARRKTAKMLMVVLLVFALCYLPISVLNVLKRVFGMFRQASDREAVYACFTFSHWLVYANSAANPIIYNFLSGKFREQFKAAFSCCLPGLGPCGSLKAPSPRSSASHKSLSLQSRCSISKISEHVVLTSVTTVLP
Active calls of the source: *; i = inactive; · = not tested or not shown; & = joins results of further samples.

SMILES	KCNQ2 inh	STK33 inh	OX1R antag
CC1=CC(C)(C)Nc2ccc(OC(=O)c3cccnc3)cc21	i	0.3	15.5
O=C(c1ccc2c(c1)N(Cc1ccccc1)C(=O)c1ccccc1S2)N1CCCC1	i	1.6	-6.4
COc1ccc(/C=C/C(=O)Nc2cc(F)ccc2C)cc1S(=O)(=O)N1CCOCC1	i	-0.5	21.1
CCc1ccc2c(c1)C1(NN=C(c3ccc(C)cc3)S1)C(=O)N2 (stereo not given)	i	-0.3	35.6
O=C1CC(N2CCN(c3nc4ccccc4s3)CC2)C(=O)N1Cc1cccs1 (stereo not given)	i	-1.1	17.8
CC1=C(C)Cc2c(OC(=O)c3ccccc3)ccc(OC(=O)c3ccccc3)c2C1	i	-1.0	1.9
CCC1CCCCN1CCCNC(=O)CCC(=O)N1CC(C)Oc2ccccc21 (stereo not given)	i	-0.9	9.2
CC(=O)NCCC(=O)Nc1nc(-c2ccccc2Cl)cs1	i	-0.9	2.7
CCOC(=O)c1ccccc1NC(=O)c1cccc2c1C(=O)N(C1CCN(C(=O)OCC)CC1)C2	i	-0.4	8.0
O=C(CSc1nnc(CNC(=O)c2ccccc2)o1)Nc1nccs1	i	-2.3	31.6
O=S(=O)(Nn1cnnc1)c1ccc(F)cc1	i	-0.5	13.7
CSc1ncccc1C(=O)NCC(=O)Nc1ccc(F)c(F)c1	i	-0.2	16.3
C=CCNC(=O)COC(=O)c1ccccc1C(=O)N(C)C1CCCCC1	i	0.5	18.0
COc1ccc(NC2CCCN(C(=O)c3csc(C)n3)C2)cc1 (stereo not given)	i	3.5	5.3
O=C(Nc1ccccc1Br)C1CCC(=O)N1Cc1ccccc1Cl (stereo not given)	i	-0.1	11.0
COc1ccc(NC(C)=O)cc1C#N	i	-1.0	9.8
Cc1nn(-c2ccccc2)nc1C(=O)Nc1nnc(C(F)(F)F)s1	i	0.1	41.1*
O=C1c2ccccc2C(=Nc2ccccc2)C1c1cccc(Br)c1 (stereo not given)	i	-1.0	1.0
CN(NS(=O)(=O)c1ccccc1)c1nc2ccccc2nc1C(F)(F)F	i	-1.3	41.9
Cc1cc(C)n(CCC(=O)N=Nc2c(O)[nH]c3ccccc23)n1	i	-1.0	44.9
CC(C)C[C@@H](COc1ccccc1)N1CCN(Cc2ccccc2)CCC1=O	i	-1.0	42.9
CN(C)C1(CNC(=O)C2CCN(S(=O)(=O)c3c(Cl)cccc3Cl)CC2)CCCCC1	i	-2.1	8.6
O=C1/C(=C/c2ccncc2)Oc2cc(OS(=O)(=O)c3ccccc3)ccc21	i	-1.1	0.5
O=C(NNc1ccc(-c2csnn2)cc1)c1cc(Cl)cc(Cl)c1	i	1.1	1.5
NC(=O)C1CCN(C(=O)CCNS(=O)(=O)c2cc(Br)cnc2N)CC1	i	0.0	20.1

Next section
SMILES	KCNQ2 inh	STK33 inh	OX1R antag
CC(=O)c1cccc(NC(=O)c2oc(C)nc2C)c1	i	-0.3	1.9
COc1ccc2c(c1)N(S(=O)(=O)c1ccccc1)CCC2=O	i	-0.4	35.8
CCNC(=O)NC(=O)COc1ccccc1C#N	i	0.0	12.4
COc1ccc2c(c1)[C@H]1[C@H](CO2)[C@H](c2ccccc2)[C@]2(C)C(=O)Nc3ccc(F)cc3C(=O)N12	·	1.0	5.9
Cc1ccc(C)c(S(=O)(=O)N2CCCOC2CNC(=O)C(=O)NC2CC2)c1 (stereo not given)	i	-0.6	18.9
CCc1ccccc1NC(=O)CSc1nnc([C@@H]2CCCN2C(=O)OC(C)(C)C)o1	i	-0.2	12.3
O=C(CSc1nc2ccccc2c(=O)[nH]1)N1CCCCCC1	i	-0.1	28.6
Cc1nc(Nc2ccccc2)c2oc3ccc(Cl)cc3c2n1	i	-1.7	4.9
Cc1ccc(S(=O)(=O)NCCc2nnc3ccc(SCC(=O)Nc4nc5ccccc5s4)nn23)cc1	i	-0.4	10.1
COc1cc(OC)c(OC)cc1CN1CCN(Cc2ccc(SC)cc2)CC1	i	-1.7	38.4
Cc1ccc(S(=O)(=O)N2CCOCC2)cc1C(=O)NC1CCCCCC1	i	0.0	37.9
CC(=O)N1c2ccccc2NC2=C(C(=O)CC(C)(C)C2)C1c1cccn1C (stereo not given)	i	-0.6	35.0
CN(C)CCCNC(=O)c1cc(Br)ccc1Cl	i	0.5	11.3
COc1ccc(CNC(=O)COC(=O)Cc2ccc(Cl)cc2Cl)cc1	i	0.0	15.8
Cc1csc(=N)n1-c1ccc(Cl)cc1	i	-0.7	13.8
NC(=O)C1CCCN(Cc2c(C(=O)N3CCc4ccccc4C3)nc3ccc(Cl)cn23)C1 (stereo not given)	i	-0.1	-1.8
CCCCNC(=S)N1CCN(C(c2ccccc2)c2ccccc2)CC1	i	-1.4	7.9
Oc1ccccc1N1CCN(CC(O)COCc2ccccc2Cl)CC1 (stereo not given)	i	-0.8	12.8
Cc1cc(NC(=O)c2cc(-c3cccs3)on2)no1	i	1.9	9.1
CCC1Oc2ccccc2N(CC(=O)N2CCOCC2)C1=O (stereo not given)	i	0.9	10.3
COC(=O)c1cc(NC(=O)CSc2nc(C)cc(=O)[nH]2)cc(C(=O)OC)c1	i	-1.3	3.7
CCCC1Cc2c(sc(NC(=S)NC(=O)c3ccccc3)c2C#N)CO1 (stereo not given)	i	-1.8	8.9
COc1ccc(C(=O)NCC(=O)OCC(=O)Nc2c(C)n(C)n(-c3ccccc3)c2=O)cc1	i	-0.8	3.5
COc1ccccc1N(C)S(=O)(=O)c1ccc(C(=O)OCC(N)=O)cc1	i	-1.2	18.2
NC(=O)CCS(=O)(=O)c1ccccc1	i	-1.0	11.9

Next section
SMILES	KCNQ2 inh	STK33 inh	OX1R antag
COc1cccc(CNC(=O)c2ccc(N3CCOCC3)c([N+](=O)[O-])c2)c1	i	2.5	28.3
Cc1ccc(C(=O)Nc2nc(=O)[nH]s2)cc1	i	-0.5&-0.6	12.8&11.6
O=C(Cn1cc([N+](=O)[O-])cn1)NCCc1nc2ccccc2[nH]1	i	-2.3	19.7
CCOC(=O)C1CCN(Cc2cnc(Oc3ccc(C(C)(C)C)cc3)s2)CC1	i	-1.2	5.5
O=C(CN1C(=O)CC(c2ccccc2)S(=O)(=O)c2ccccc21)NC1CCCC1 (stereo not given)	i	0.4	1.3
CC(=O)C1=C(O)C(=O)N(Cc2ccco2)C1c1ccc2c(c1)OCO2 (stereo not given)	i	-0.9	22.5
CCn1c(COc2ccccc2)nnc1SCC(=O)NC1CC1	i	-2.4	4.4
Cc1ccc(N2C(=O)CC(Cn3nc(C)cc3C)C2=O)cc1 (stereo not given)	i	0.1	1.1
CC(=O)Nc1cc(NC(C)=O)cc(C(=O)OCC(=O)N(c2ccccc2)C2CCS(=O)(=O)C2)c1 (stereo not given)	·	-0.6	8.0
Cc1ccc2c(c1)c1nc3ccccc3nc1n2C	i	1.7	94.2*
Cc1nn2c(nc1=O)NNC2(C)C(C)(C)C (stereo not given)	i	-0.1	5.0
CN(CC(=O)NCc1ccc(Cl)cc1)S(=O)(=O)c1cccs1	i	-1.0	11.2
CSc1ccccc1NC(=O)c1noc2c1CCC2	i	-0.4	5.9
O=S(=O)(NCc1nnc2c(C(F)(F)F)cc(Cl)cn12)c1ccccc1	i	-1.7	12.2
c1ccc(-c2[nH]ncc2-c2nc3ccccc3[nH]2)cc1	i	1.5	2.9
COc1ccc(NC(=O)c2sc(NC(=O)C3CC3)nc2C)cc1	i	-2.3	-0.6
NC(=O)CSc1nc(-c2ccccc2Cl)ns1	i	-0.2	22.0
O=C(NCCCc1ccncc1)C1CCC(=O)N(Cc2cccc(C(F)(F)F)c2)C1 (stereo not given)	i	-0.5	·
O=C(O)c1ccc(-c2ccccc2C(F)(F)F)o1	i	1.4	6.1
